FXN GAA850 act: FXN promoter activators, primary screen, cell-based, luciferase luminescence, HEK293 lucGAA850 | activation, % at 6 µM | AID 540364, 2011 | 360,000 tested, 0.56% active | HEK293 lucGAA850 FXN promoter luciferase reporter, 24 h; percent of 10 µM SAHA response;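 active = activation above the average of all compounds screened plus 3 SD, cutoff fixed separately per campaign, cut at about 7.5% in these data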;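 also: 0% = DMSO wells and 100% = 10 µM SAHA wells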
hgDAF12 agonist: H. glycines DAF-12 receptor agonists, primary screen, cell-based, luminescence, HEK293, GAL4 fusion, UAS-luciferase. Nuclear hormone receptor DAF-12 (Heterodera glycines), GAL4 fusion. HEK293 GAL4-hgDAF12 UAS-luciferase reporter, agonist luminescence; normalized to butyrate control. activation, % at 6.8 µM. 370,000 tested, 1.8% active;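 active = activation above a cutoff set at the mean of all screened compounds plus 3 SD, cut at about 10% in these data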;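 also: 0% = DMSO wells and 100% = sodium butyrate wells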
DAX1 inh-1: DAX1 (NR0B1) inhibitors, primary screen, cell-based, HEK293, Gal4-DAX1, luciferase luminescence; Nuclear receptor subfamily 0 group B member 1 (Homo sapiens), P51843; HEK293 Gal4-DAX1 luciferase reporter; inhibition, % at 6.75 µM; 340,000 tested, 0.99% active; AID 504766, 2011;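 active = inhibition above the mean over all tested compounds plus 3 SD, cut at about 4.2% in these data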;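 also: 0% = DAX1-transfected cells with DMSO and 100% = empty-vector control cells with DMSO; inhibition shows as a rise in luminescence from relieved DAX1 repression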
ADAM10 inh: human ADAM10 inhibitors, primary screen, biochemical, QFRET, HTS; inhibition, % at 7 µM; Disintegrin and metalloproteinase domain-containing protein 10 (Homo sapiens), O14672; 370,000 tested, 0.62% active; recombinant ADAM10, EDANS/DABCYL FRET peptide cleavage, 3 h;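 active = inhibition above a per-campaign cutoff equal to the mean of compounds falling between control-based bounds plus 3 SD, cut at about 20% in these data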;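 also: 0% = DMSO wells while the 100% control is not disclosed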
hcDAF12 agonist: H. contortus DAF-12 nuclear receptor activators, primary screen, cell-based, luminescence, HEK293, lit1-tk-luc reporter. HEK293 hcDAF-12 lit1-tk-luc reporter; 0% DMSO, 100% Δ7-dafachronic acid. activation, % at 6.8 µM. 370,000 tested, 1.4% active. AID 652067, 2013;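 active = activation above the mean of all tested compounds plus 3 SD, cut at about 5.5% in these data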;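 also: 100% = response to 3 µM Δ7-dafachronic acid high control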
PLCg1 inh: PLC-gamma1 enzyme inhibitors, primary screen, biochemical, fluorescence, purified enzyme. 1-phosphatidylinositol 4,5-bisphosphate phosphodiesterase gamma-1 (Homo sapiens), P19174. fluorogenic substrate. inhibition, % at 12.2 µM. 370,000 tested, 0.84% active. AID 720700, 2013; in the data active = inhibition above about 9.5%
DAX1 inh-2: DAX1 (NR0B1) inhibitors on StAR promoter, primary screen, cell-based, luminescence, SF-1 (NR5A1), full-length DAX-1 | HEK293T StAR-luciferase reporter, SF-1/DAX-1 repression relief | inhibition, % at 6.8 µM | 370,000 tested, 1.1% active | AID 652010, 2013;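 active = inhibition above the mean over all tested compounds plus 3 SD, cut at about 3.6% in these data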;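 also: 0% = DAX-1 cells with DMSO and 100% = cells lacking DAX-1 with DMSO; higher inhibition means more luminescence from relief of DAX-1 repression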
PLC-beta3 inh: human PLC-beta3 inhibitors, primary screen, biochemical, fluorescence; Purified PLC-beta3, fluorogenic substrate; 1-phosphatidylinositol 4,5-bisphosphate phosphodiesterase beta-3 (Homo sapiens), Q01970; inhibition, % at 12.2 µM; AID 720704, 2013; 370,000 tested, 0.18% active; in the data active = inhibition above about 11%;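 also: 0% = median of compound wells on plate and 100% = full blocker control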
sPLA2-III inh: human group III sPLA2 inhibitors, primary screen, biochemical, QFRET, BODIPY PC-A2 liposome substrate; 370,000 tested, 0.56% active; QFRET BODIPY PC-A2 liposome hydrolysis, fluorescence; Group 3 secretory phospholipase A2 (Homo sapiens), Q9NZ20; inhibition, % at 12.2 µM;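 active = inhibition above mean plus 3 SD of compounds lying within the high and low control bounds, cut at about 19% in these data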;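 also: 0% = median of test compound wells and 100% = no enzyme DMSO wells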
Target sequence (Q9NZ20 whole entry, looked up): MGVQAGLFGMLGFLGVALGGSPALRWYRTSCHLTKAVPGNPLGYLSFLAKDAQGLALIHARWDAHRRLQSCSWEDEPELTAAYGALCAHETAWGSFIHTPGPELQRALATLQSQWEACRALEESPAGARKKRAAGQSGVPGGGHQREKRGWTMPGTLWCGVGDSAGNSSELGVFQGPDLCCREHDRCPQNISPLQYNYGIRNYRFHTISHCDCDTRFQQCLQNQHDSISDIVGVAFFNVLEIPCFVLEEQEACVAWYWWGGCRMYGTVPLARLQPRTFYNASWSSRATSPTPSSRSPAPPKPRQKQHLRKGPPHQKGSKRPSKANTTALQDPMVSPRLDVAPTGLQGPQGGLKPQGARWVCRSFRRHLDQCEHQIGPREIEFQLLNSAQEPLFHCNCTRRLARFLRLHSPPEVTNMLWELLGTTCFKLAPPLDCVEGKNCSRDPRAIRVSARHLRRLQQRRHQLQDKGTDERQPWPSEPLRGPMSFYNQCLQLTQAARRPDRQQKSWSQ
ssDAF-12 act: S. stercoralis DAF-12 nuclear receptor activators, primary screen, cell-based, luminescence, HEK293, GRIP1 co-expression, lit1-tk-luc | HEK293 ssDAF-12/GRIP1 lit1-tk-luc reporter; % of 3 µM dafachronic acid response | activation, % at 6.8 µM | 370,000 tested, 1% active;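 active = activation above the mean over all tested compounds plus 3 SD, cut at about 0.9% in these data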;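 also: 0% = DMSO-only wells and 100% = 3 µM delta7-dafachronic acid wells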
ADAM17 inh: ADAM17 inhibitors, primary screen, biochemical, QFRET. AID 720648, 2013. recombinant ADAM17, EDANS/DABCYL FRET peptide cleavage. inhibition, % at 6.95 µM. 370,000 tested, 0.83% active;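 active = inhibition above the mean of compounds lying between control limits plus 3 SD, set per campaign, cut at about 8.5% in these data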;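 also: 0% = DMSO-only wells as the low control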
Target sequence (P78536 215-824 limits assumed): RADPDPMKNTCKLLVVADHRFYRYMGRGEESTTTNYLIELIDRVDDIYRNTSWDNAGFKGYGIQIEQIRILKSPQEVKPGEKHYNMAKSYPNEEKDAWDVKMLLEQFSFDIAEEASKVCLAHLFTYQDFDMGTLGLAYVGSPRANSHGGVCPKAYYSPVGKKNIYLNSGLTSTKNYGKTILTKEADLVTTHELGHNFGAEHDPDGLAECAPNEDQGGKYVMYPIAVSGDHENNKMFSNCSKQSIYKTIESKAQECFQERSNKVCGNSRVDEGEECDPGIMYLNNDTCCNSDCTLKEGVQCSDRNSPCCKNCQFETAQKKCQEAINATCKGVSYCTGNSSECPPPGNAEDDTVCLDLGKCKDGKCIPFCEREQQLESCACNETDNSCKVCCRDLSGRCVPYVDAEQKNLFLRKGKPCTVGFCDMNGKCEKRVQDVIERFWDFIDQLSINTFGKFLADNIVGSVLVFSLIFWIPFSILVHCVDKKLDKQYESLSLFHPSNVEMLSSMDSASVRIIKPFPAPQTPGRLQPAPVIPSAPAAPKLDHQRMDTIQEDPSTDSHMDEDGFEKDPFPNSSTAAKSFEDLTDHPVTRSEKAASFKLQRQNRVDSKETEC
Numbers without * were called inactive; i = inactive; x = not tested or not shown.

SMILES	FXN GAA850 act	hgDAF12 agonist	DAX1 inh-1	ADAM10 inh	hcDAF12 agonist	PLCg1 inh	DAX1 inh-2	PLC-beta3 inh	sPLA2-III inh	ssDAF-12 act	ADAM17 inh
CCc1cc(C(=O)Cc2cnn(-c3ccccc3)c2)c(O)cc1O	1.4	-0.9	-0.6	-51.4	-1.1	-32.4	0.1	-46.3	-39.5	-1.5	-7.6
CCc1cc2c(=O)nc3n(c2s1)Cc1ccccc1/C3=C(/O)c1ccccc1Cl	1.2	1.3	-0.2	-11.5	0.2	-334.1	0.5	-385.4	1.7	-1.4	-7.5
Cc1ccc(-c2nc(CS(=O)CC(=O)NC3CCCCC3)c(C)o2)cc1 (stereo not given)	-1.2	1.3	0.1	-8.6	-0.8	-1.8	-1.7	-10.6	-3.9	-1.4	-2.9
Cc1cccc(C(=O)Nc2nnc(-c3cccnc3)o2)c1	1.0	-1.3	0.8	-0.5	0.8	-1.7	-0.1	-0.9	-1.8	-1.5	-2.8
COCCn1c(=S)[nH]c2cc(C(=O)N3CCCC(C)C3)ccc2c1=O (stereo not given)	0.1	-2.1	-3.1	14.4	-2.2	-0.8	-4.8	-3.8	6.0	-1.4	5.6
O=C(CCc1ccc(Oc2cc([N+](=O)[O-])cc([N+](=O)[O-])c2)cc1)N1CCCCC1	-0.4	-0.2	-0.8	3.6	-2.0	-0.4	-0.7	-23.7	-6.6	-1.4	2.6
COc1ccc(C(=O)Nc2cccc(-c3nc4ncccc4o3)c2C)cc1	0.1	0.9	-0.7	7.0	-2.1	5.5	-0.8	2.6	5.8	-1.3	4.0
CN(C)S(=O)(=O)c1cccc(C(=O)N/N=C\c2ccccc2)c1	x	10.0	x	-3.4	3.7	-0.1	0.2	-1.6	4.2	-0.8	-2.3
O=C(CC(NC(=O)c1ccccc1Cl)c1ccccc1)NC1=NCCS1 (stereo not given)	-1.6	-1.4	-0.1	4.8	-1.4	3.7	0.6	1.5	0.9	-1.8	0.0
CC1(C)C(c2cccs2)=NC(c2ccccc2)N1O (stereo not given)	-0.9	0.2	1.1	1.6	-3.5	0.5	-0.6	1.6	0.5	-1.6	-3.7
CC(=O)OC(C(=O)NCc1ccc(F)cc1)c1ccccn1 (stereo not given)	1.8	-1.6	-0.7	-7.2	-1.6	0.9	0.0	-0.2	9.7	-1.2	-6.1
COc1ccc(Cn2cc(CN3[C@H](C)COc4cc(Br)ccc4S3(=O)=O)nn2)cc1	x	-2.5	x	-5.2	-1.9	-0.3	-1.0	-2.1	11.4	-1.5	-2.0
COc1ccc(NC(=O)N(C)C[C@H]2OCc3cn(nn3)CCCC(=O)N([C@@H](C)CO)C[C@@H]2C)cc1	0.2	0.4	2.0	-4.1	-0.9	0.2	-0.2	2.4	-0.7	-1.1	-2.6
CCOc1cc(/C=C2/COc3ccccc3C2=O)ccc1OCC(=O)N(C)C	1.6	-1.2	1.7	-0.1	-0.1	0.7	-0.5	-1.3	-3.8	-2.5	2.0
CCn1nc(C)c(CNC(=O)c2cc(COc3ccccc3SC)on2)c1C	1.0	-4.5	-1.1	2.3	-5.8	1.0	-6.8	-0.1	-1.6	-1.7	-3.8
O=C(Cc1ccccc1F)NNC(=O)c1ccncc1	2.6	0.4	-0.3	-2.7	-0.5	0.0	-0.1	-6.0	0.2	-1.4	-3.2
Cc1nc2cc(NC(=O)NCc3ccco3)ccc2o1	-1.1	-0.3	-0.2	-6.9	-0.8	-0.9	0.2	0.2	-1.1	-1.3	-1.8
CCc1c(O)nc(SCC(=O)N2CCc3cc(OC)c(OC)cc3[C@@H]2C)[nH]c1=O	-1.2	0.5	2.2	-17.2	-0.3	5.4	-1.5	2.0	15.4	-0.9	-6.9
CCC(C(=O)OCC(=O)Nc1cccc(OC)c1)c1ccccc1 (stereo not given)	3.3	2.8	-1.5	4.6	1.9	2.2	0.0	2.6	-17.2	-1.6	1.9
Cc1nc(-c2ccc(F)cc2)c(CC(=O)Nc2ccc(C)c(S(=O)(=O)N3CCOCC3)c2)s1	0.7	-1.8	0.6	0.2	-1.3	-3.0	-1.0	-6.0	-4.8	-1.8	2.6
O=c1c2ccccc2sn1-c1ccc(Cl)cc1	-2.6	-2.7	2.8	-4.1	1.0	-0.4	1.9	-2.5	2.2	-0.7	4.9
Cc1nnc(SCC(=O)N/N=C/c2cn(-c3ccccc3)nc2-c2ccc(F)cc2)n1-c1ccccc1	3.6	1.2	0.5	-1.3	-0.5	0.2	0.6	-31.6	-1.6	-0.8	-2.5
COc1cc(/C=C2/NC(=O)N(Cc3ccccc3F)C2=O)cc(OC)c1OC	-2.0	0.4	-1.3	-22.5	-0.6	-49.2	0.6	-61.3	-26.8	-1.5	-3.3
O=c1[nH]c(O)c(N=Nc2ccc(Cl)c(S(=O)(=O)Nc3ccccc3Cl)c2)c(=O)[nH]1	0.0	0.4	0.8	6.9	0.4	1.2	-0.3	-20.4	-12.7	-0.5	-0.1
COC(C[C@@H](O)[C@@H](C)[C@@H](O)COCc1ccccc1)OC	-0.7	-0.2	2.9	0.7	0.0	0.8	-0.4	1.1	1.1	-1.0	-0.4
More entries.
SMILES	FXN GAA850 act	hgDAF12 agonist	DAX1 inh-1	ADAM10 inh	hcDAF12 agonist	PLCg1 inh	DAX1 inh-2	PLC-beta3 inh	sPLA2-III inh	ssDAF-12 act	ADAM17 inh
Cc1ccc(NC(=O)c2ccc(NC3=NC4CS(=O)(=O)CC4S3)cc2)cc1 (stereo not given)	0.9	2.1	2.3	3.6	-0.8	-0.3	-0.4	-8.5	10.9	-1.1	-4.3
O=C(NC1(C(F)(F)F)NC(=O)N(Cc2ccco2)C1=O)c1cccs1 (stereo not given)	1.7	-1.5	-0.3	3.5	-0.9	-1.4	-0.2	0.8	-4.9	-1.2	-2.4
CCCCNc1nc(=S)n(-c2ccccc2)c(C)c1C(C)=O	-1.2	0.8	1.2	8.9	2.4	6.2	-0.6	2.2	-3.2	-1.6	2.5
COc1ccc(NC(=O)N(C)C[C@@H]2Oc3ccc(NC(=O)NC(C)C)cc3CC(=O)N([C@H](C)CO)C[C@@H]2C)cc1	-0.1	0.4	0.2	3.6	-0.8	-3.0	0.8	2.8	-2.4	-1.2	-3.1
COC(=O)c1ccc(OC(=O)C2CSC3(C)CCC(=O)N23)cc1 (stereo not given)	1.7	-1.0	1.0	6.2	-0.8	-3.1	0.7	2.7	-2.2	-0.6	0.5
CC1CCC2(CC1)NC(=O)N(NC(=O)c1cccs1)C2=O (stereo not given)	0.8	-1.4	0.0	-2.6	-0.1	1.3	-0.3	-7.0	-2.6	-0.8	-1.8
Cc1ccc(NC(=O)Nc2ccc3c(c2)nnn3C)cc1C	2.0	2.2	5.3*	-5.2	1.2	-9.9	0.7	-12.8	0.1	-0.9	-5.8
CCNC(=O)CC1C(=O)N(C)C(=S)N1NC(=O)c1ccc(Cl)cc1 (stereo not given)	-0.6	-1.1	1.2	3.4	-1.5	1.3	0.0	-0.5	-5.9	-0.9	-5.7
CCOC(=O)N1CCC(NC(=O)c2cc(C(=O)Nc3ccc(S(=O)(=O)N4CCOCC4)cc3)ccc2CO)CC1	1.4	-0.2	1.2	2.0	-1.0	-0.6	-0.3	3.8	3.3	-1.8	1.4
O=C(Cn1c(NCCCO)nc2ccccc21)c1cccs1	-1.6	-1.3	1.2	-7.7	-0.7	0.0	-0.8	4.5	-18.1	-0.6	-0.3
COC(=O)C1=C(C(=O)OC)[C@@H]2Nc3ccccc3[C@@]23C[C@@H](C(=O)OC)N=C3N1	1.5	-1.4	0.9	-2.9	-0.5	-0.8	0.2	0.8	3.1	-1.0	-4.0
CC1=CC(=O)N(c2ccc(C)cc2)C1c1ccc(Cl)cc1 (stereo not given)	1.1	-2.2	0.0	1.6	0.5	-0.7	-0.1	2.0	-15.8	-1.6	0.1
O=C(CCc1ccc(O)c(O)c1)NNC(=S)NCCc1ccccc1	1.5	-0.6	1.9	0.5	0.8	-7.3	0.1	-5.8	4.8	-1.6	-4.2
COc1ccc(Cl)cc1NC(=O)CSc1nnc(CNC(=O)c2ccco2)o1	-0.3	0.5	0.8	-0.6	-0.2	1.4	-0.1	1.3	6.8	-1.1	-4.2
COC(=O)c1ccccc1CCC(C)=O	0.0	0.9	-0.4	3.0	-1.1	2.4	0.2	1.1	6.2	-1.1	-4.6
CCOc1ccc(CCN2C(=O)C(=O)N([C@@H](Cc3ccccc3)CN3CCC[C@H]3CN3C(=O)C(=O)NC[C@@H]3Cc3ccc(O)cc3)C[C@@H]2Cc2ccc(O)cc2)cc1	x	2.1	x	3.2	-0.7	2.6	-0.3	5.2	-23.2	-1.1	3.3
Brc1ccc(-c2nn3c(-c4ccccc4)nnc3s2)o1	x	3.0	x	-6.7	-2.4	-2.0	-1.6	-4.9	1.6	-1.1	0.4
COc1ccc(-c2cc(C(F)(F)F)n3ncc(C(=O)NCc4ccco4)c3n2)cc1	-2.2	-1.3	1.1	-146.5	-1.1	-408.8	-0.6	i	6.3	-1.5	-51.1
Cc1nc(SCC(=O)Nn2c(-c3ccccc3)nc3ccccc3c2=O)n[nH]1	-1.1	0.8	-0.2	-4.7	0.8	2.1	-0.5	1.6	3.3	-1.3	-0.8
Cc1cc(NC(=O)Nc2cccc(Cl)c2)n(C(C)(C)C)n1	-0.8	0.5	1.3	-1.5	0.6	-0.1	-0.2	-0.3	1.0	-1.1	-0.2

Reprinted at random: three compounds from above
SMILES	FXN GAA850 act	hgDAF12 agonist	DAX1 inh-1	ADAM10 inh	hcDAF12 agonist	PLCg1 inh	DAX1 inh-2	PLC-beta3 inh	sPLA2-III inh	ssDAF-12 act	ADAM17 inh
CCCCNc1nc(=S)n(-c2ccccc2)c(C)c1C(C)=O	-1.2	0.8	1.2	8.9	2.4	6.2	-0.6	2.2	-3.2	-1.6	2.5
Cc1ccc(NC(=O)c2ccc(NC3=NC4CS(=O)(=O)CC4S3)cc2)cc1 (stereo not given)	0.9	2.1	2.3	3.6	-0.8	-0.3	-0.4	-8.5	10.9	-1.1	-4.3
COc1ccc(Cl)cc1NC(=O)CSc1nnc(CNC(=O)c2ccco2)o1	-0.3	0.5	0.8	-0.6	-0.2	1.4	-0.1	1.3	6.8	-1.1	-4.2

Screening results from PubChem BioAssay.
